# Screening results (PubChem)
# TMEM16A inh = blocks the mouse calcium-activated chloride channel TMEM16A. HEK293 TMEM16A/YFP iodide influx fluorescence, ionomycin. normalized B-score (activity score, 25-100; higher = stronger inhibition) at 10 µM. 1.2% of 310,000 active;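 active = ratio plate-corrected score three or more library SD toward inhibition, starting fluorescence score within five deviations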;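 also: score derived from kinetic fluorescence span divided by baseline fluorescence per well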
# MrgX1 allo act = human MrgX1 positive allosteric modulation, primary screen; Q96LB2; AID 588675; B-score at 10 µM; 0.63% of 310,000 active; MrgX1-HEK293, Fluo-4 calcium flux, FDSS; stronger effect = higher value;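 active = plate-corrected calcium response at least 3 library SD above typical, normal starting fluorescence, not activating the receptor alone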;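 also: compound read alongside a low EC10 to EC30 dose of BAM8-22 agonist; peak minus trough fluorescence over baseline measured at the second addition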
# MrgX1 ag = agonists of human MrgX1 receptor; Q96LB2; MrgX1-HEK293 cells, Fluo-4 calcium fluorescence, agonist mode; stronger effect = higher value; 0.44% of 310,000 active; B-score at 10 µM;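 active = calcium response B-score plate-corrected fluorescence ratio at least 3 library SD, with starting fluorescence B-score inside 5 SD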
#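 System – MrgX1-expressing HEK293 cells · Incubation – cells plated overnight, dye loaded 0.5 h 37 °C, 0.5 h room temperature · Technique – kinetic Fluo-4 NW fluorescence of intracellular calcium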
# TRPC6 activator = activators of mouse TRPC6 channel; HEK293-TRPC6 membrane potential dye fluorescence; stronger effect = higher value; B-score at 10 µM; 0.13% of 310,000 active; AID 2550;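 active = B-score of the integrated fluorescence ratio above library mean plus 3 SD, and starting fluorescence ratio within library mean plus 5 SD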;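 also: higher score means more depolarization so channel activation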
# Target sequence (Q61143 whole entry, looked up): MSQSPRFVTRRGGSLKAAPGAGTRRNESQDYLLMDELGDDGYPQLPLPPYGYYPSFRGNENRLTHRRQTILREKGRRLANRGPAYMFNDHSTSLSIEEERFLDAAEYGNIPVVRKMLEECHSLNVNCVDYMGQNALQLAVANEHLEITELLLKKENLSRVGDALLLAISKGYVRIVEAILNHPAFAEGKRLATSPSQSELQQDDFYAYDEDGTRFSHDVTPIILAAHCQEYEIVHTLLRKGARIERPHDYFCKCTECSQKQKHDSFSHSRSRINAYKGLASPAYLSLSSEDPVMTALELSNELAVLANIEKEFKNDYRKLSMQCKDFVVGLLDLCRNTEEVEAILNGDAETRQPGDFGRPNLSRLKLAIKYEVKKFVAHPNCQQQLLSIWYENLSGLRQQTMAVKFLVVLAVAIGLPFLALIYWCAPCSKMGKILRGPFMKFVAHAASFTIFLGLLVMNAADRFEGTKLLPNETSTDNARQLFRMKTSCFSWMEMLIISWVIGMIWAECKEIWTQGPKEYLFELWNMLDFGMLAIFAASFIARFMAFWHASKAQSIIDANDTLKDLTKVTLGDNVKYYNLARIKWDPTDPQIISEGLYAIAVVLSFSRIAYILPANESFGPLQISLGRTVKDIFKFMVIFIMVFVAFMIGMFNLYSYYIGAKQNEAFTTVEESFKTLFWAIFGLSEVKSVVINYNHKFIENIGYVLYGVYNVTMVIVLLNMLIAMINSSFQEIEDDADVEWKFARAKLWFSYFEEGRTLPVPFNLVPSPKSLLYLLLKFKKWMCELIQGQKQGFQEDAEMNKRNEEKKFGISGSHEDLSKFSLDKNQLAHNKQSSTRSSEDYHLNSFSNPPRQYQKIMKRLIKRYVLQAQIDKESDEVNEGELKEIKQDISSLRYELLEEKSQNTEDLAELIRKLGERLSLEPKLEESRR
# TRPC6 inh = mouse TRPC6 channel inhibition | Q61143 | HEK293-TRPC6, membrane potential dye, ACh-evoked depolarization; stronger effect = lower value | B-score at 10 µM | 1.1% of 310,000 active | AID 2553;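 active = B-score under library mean minus 3 SD, initial fluorescence not abnormally high, positive integrated signal ratio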;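 also: B-score derived from integrated fluorescence ratio over the kinetic read; more negative B-score means stronger inhibition of depolarization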
# TMEM16A act = mouse TMEM16A channel activation, primary screen; B-score at 10 µM; Q8BHY3; 0.3% of 340,000 active; HEK293 TMEM16A/YFP-H148Q/I152L, iodide quench fluorescence; stronger effect = lower value;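 active = fluorescence-ratio B-score plate-corrected deviation score at least 3 library SD below zero, with starting fluorescence score within 5 deviations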;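 also: channel opened by trigger with iodide after compound preincubation; score built on the fluorescence ratio of max minus min over baseline; more negative score means more quench and so TMEM16A activation or potentiation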
# TRPC4 agonist = TRPC4 (mouse) channel activation; B-score at 10 µM; AID 2237; Q9QUQ5; HEK293 TRPC4beta/mu-opioid, Fluo4 calcium fluorescence; stronger effect = higher value; 0.49% of 310,000 active;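 active = B-score above 5 SD of library B-scores, and initial fluorescence ratio not above library mean plus 5 SD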;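 also: positive B-score marks a calcium rise read as TRPC4 activation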
#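 System: HEK293 cells stably co-expressing mouse TRPC4beta and mu-opioid receptor; Schedule: Fluo4 dye loading 45 min at room temperature, 110 s recording; Detection: Fluo4 fluorescence, kinetic; Evaluation: B-scored integrated calcium fluorescence ratio; Controls: buffer (low) and maximal DAMGO (high).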
# SKKanGAS inh = blocks kanamycin growth of S. pyogenes SKKanGAS strain; inhibition, % at 7.5 µM; BacTiter-Glo, 6 h; 1.3% of 300,000 active;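 active = mean replicate score, as percent of positive control median, at least 50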;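 also: strain carries kanamycin resistance gene driven by streptokinase promoter and grows in 40 µg/ml kanamycin; loss of luminescence reflects streptokinase promoter inhibition or plain growth inhibition; 0% = median of DMSO wells and 100% = positive control at its reference dose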
# TRPC4 block = blocks the mouse TRPC4 cation channel. Q9QUQ5. HEK293 TRPC4beta/mu-opioid, DAMGO-evoked Fluo4 calcium flux; stronger effect = lower value. B-score at 10 µM. 0.39% of 300,000 active. AID 2247;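 active = B-score over 3 SD under the library average, no early fluorescence shift, positive overall ratio signal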
#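 Assay system – HEK293 line stably carrying TRPC4beta and mu-opioid receptor · Doses – single dose · Detection – Fluo4 calcium-dye fluorescence, kinetic read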
# MrgX1 antagonist = human MrgX1 receptor antagonism, primary screen; B-score at 10 µM; 1.3% of 310,000 active; AID 588676; Q96LB2; MRGX1-HEK293 calcium flux, Fluo-4, BAM8-22 antagonism; stronger effect = lower value;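 active = calcium-response B-score plate-corrected more than 3 library SD below zero, starting fluorescence within 5 deviations, no agonist response on first addition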;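 also: peak minus trough fluorescence over baseline after final BAM8-22 challenge near maximal dose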
# TRPC4 PAM = allosteric potentiators of mouse TRPC4 channel | Q9QUQ5 | HEK293 TRPC4beta/mu-opioid, DAMGO EC20, Fluo-4 Ca2+ flux; stronger effect = higher value | B-score at 10 µM | 0.42% of 310,000 active | AID 2227;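 active = B-score of calcium response area above 5 SD of library B-scores, with initial fluorescence ratio within 5 SD of library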;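 also: B-score of integrated fluorescence ratio over time as area under calcium response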
# Starred values were filed as active, the others as inactive; i = inactive; nt = no result given.
SMILES,TMEM16A inh,MrgX1 allo act,MrgX1 ag,TRPC6 activator,TRPC6 inh,TMEM16A act,TRPC4 agonist,SKKanGAS inh,TRPC4 block,MrgX1 antagonist,TRPC4 PAM
CC(C)CN(C(=O)c1ccco1)C1CCS(=O)(=O)C1 (stereo unspecified),i,i,i,i,i,i,i,-1.8,i,-4.85*,i
CC(C(=O)N1CC2(C)CC1CC(C)(C)C2)N1C(=O)c2ccccc2C1=O (stereo unspecified),i,i,i,i,i,i,i,-11.1,i,i,i
COC(=O)Cc1c(O)ccn(Cc2cccc3ccccc23)c1=O,i,i,i,i,i,i,i,3.7,i,i,i
Cn1ncc(Cl)c(Oc2ccccc2)c1=O,i,i,i,i,i,i,i,0.5,i,i,i
CCN(CC)C(=O)C1CCCN(C(=O)c2oc3ccc(C)cc3c2C)C1 (stereo unspecified),i,i,i,i,i,i,i,8.7,i,i,i
CCCc1c(NC(=O)Nc2ccc(F)cc2)cnn1-c1ccccc1,i,i,i,i,i,i,i,19.6,i,i,i
CCOC(=O)c1c(NC(=O)Cn2nc(C(F)F)cc2C(F)F)sc(C)c1C,i,i,i,i,i,i,i,-7.8,i,i,i
Cc1ccc(C(=O)Oc2ccc(Br)cc2C(=S)N2CCOCC2)cc1,i,i,i,i,i,i,i,3.6,i,i,i
OC(Cn1nnc2ccccc21)Cn1c(C(F)(F)F)nc2ccccc21 (stereo unspecified),i,i,i,i,i,i,i,0.6,i,i,i
O=C(c1ccc(S(=O)(=O)c2ccccc2Cl)c([N+](=O)[O-])c1)N1CCN(Cc2ccccc2)CC1,i,i,i,i,i,i,i,-3.6,i,i,i
CCn1c(SCC(=O)NCCc2ccccc2)nnc1-c1ccco1,i,i,i,i,i,i,i,-3.0,i,i,i
CC(Sc1nc(-c2ccccc2)cc(C(F)(F)F)n1)C(=O)Nc1sc2c(c1C#N)CCC2 (stereo unspecified),i,i,i,i,i,i,i,-22.8,i,i,i
COCCNC(=O)COc1ccc(Br)cc1Cl,100*,i,i,i,i,i,i,-17.8,i,i,i
OC(CNCc1ccco1)Cn1c2ccccc2c2ccccc21 (stereo unspecified),i,i,i,i,i,i,i,-11.6,i,i,i
CCN1C(=S)N[C@@H](c2cccs2)C(C(=O)OC)=C1C,i,i,i,i,i,i,i,3.8,i,i,i
CC(NC(=O)C(c1ccccc1)c1ccccc1)C(=O)O (stereo unspecified),i,i,i,i,i,i,i,5.3,i,i,i
COc1cc(OC)c(-c2nc3cnccc3n2C)cc1OC,i,i,i,i,i,i,i,-5.8,i,i,i
COc1ccc(COC(=O)C2CCN(S(=O)(=O)c3ccc(F)cc3)CC2)cc1,i,i,i,i,i,i,i,-1.4,i,i,i
COc1ccccc1CNC(=O)CSc1ccc(Br)cc1,i,i,i,i,i,i,i,6.1,i,i,i
Cc1ccc(S(=O)(=O)Nc2nc3ccccc3nc2NCC2CCCO2)cc1 (stereo unspecified),i,i,i,i,i,i,i,-1.0,i,i,i
CC(C)NC(=O)CSc1nnc(-c2ccc(F)cc2)c2ccccc12,i,i,i,i,i,i,i,6.8,i,i,i
COc1cccc(CN(C)C(=O)C2CCC(=O)N(Cc3cccc(F)c3)C2)c1 (stereo unspecified),i,i,i,i,i,i,i,0.4,i,i,i
Cc1cccc(NC(=O)c2cccc(NS(=O)(=O)c3ccc(Cl)cc3)c2)c1,100*,i,i,i,i,i,i,15.9,i,i,i
Cc1cn(CCOc2ccc(Cl)cc2)c(=O)[nH]c1=O,i,i,i,i,i,i,i,-6.1,i,i,i
NC(=O)C1(N2CCCCC2)CCN(C2CC(=O)NC2=O)CC1 (stereo unspecified),i,i,i,i,i,i,i,-5.8,i,i,i
CCN1C(c2ccc(F)cc2)=CS/C1=C(\C#N)c1nnc2n1-c1ccccc1SC2,i,i,i,i,i,i,i,-1.4,i,i,i
COCCOC1CCN(C(=O)C2CCC(=O)N(Cc3cccc(F)c3)C2)CC1 (stereo unspecified),i,i,i,i,i,i,i,-10.8,i,i,i
Cc1cc(C(=O)OCC(=O)NC2CCCCC2)c(C)o1,i,i,i,i,i,i,i,-2.4,i,i,i
CNc1nc2c(Cl)cc(Cl)cc2s1,i,i,i,i,i,i,i,2.1,i,i,i
CCCCOC(=O)c1ccc(NC(=O)c2nn(C)cc2Br)cc1,i,i,i,i,i,i,i,18.6,i,i,i
CC1CCN(Cc2nc(Cl)c3c4c(sc3n2)CCC4)CC1,i,i,i,i,i,i,i,-1.0,i,i,i
NCCCCCc1cn([C@@H](CCC(=O)O)C(=O)NCCCCCCCCCCC(=O)N2CCNCC2)nn1,i,i,i,nt,nt,i,nt,nt,nt,i,nt
COc1ccc(Cl)cc1NC(=O)CN1C(=O)CCS(=O)(=O)c2ccccc21,nt,nt,nt,i,i,i,i,9.3,i,nt,i
COc1ccccc1Nc1nc(N)nc(-c2cc3ccccc3o2)n1,i,i,i,i,i,i,i,-2.0,i,i,i
CCN(CC)CCCNC(=O)CN1C(=O)CSc2ccc(S(=O)(=O)N3CCOCC3)cc21,i,i,i,i,i,i,i,8.4,i,i,i
CCOc1cc(CNCc2ccc3c(c2)OCO3)ccc1OC,i,i,i,i,i,i,i,-4.4,i,i,i
CC(=O)OCc1c(-c2ccccc2)c2cc([N+](=O)[O-])ccc2n1C,i,i,i,i,i,i,i,2.9,i,i,i
Cc1ccc2nc(-c3ccc(NC(=S)NCCC(C)C)cc3)sc2c1,i,i,i,i,i,i,i,-3.0,i,i,i
CC1(c2ccc(OC(F)F)cc2)NC(=O)N(CC(=O)Nc2cccnc2Cl)C1=O (stereo unspecified),i,i,33.4*,i,i,i,62*,0.0,i,i,i
COC(CNC(=O)c1cc(Sc2nnc(C)s2)nc2ccccc12)OC,i,i,i,i,i,i,i,-3.4,i,i,i
O=C(Cn1ncn2nc(-c3ccccc3)cc2c1=O)NCc1ccccn1,i,i,i,i,i,i,i,-7.0,i,i,i
COCCNC(=O)[C@@H]1CSC2c3ccccc3C(=O)N21 (stereo partly specified),i,i,i,i,i,i,i,1.4,i,i,i
CCCCCCCCOc1ccc(C2CC(=O)NC2=O)cc1 (stereo unspecified),i,i,i,i,i,i,i,4.4,i,i,i
O=C(N/C(=C\c1cccc([N+](=O)[O-])c1)C(=O)N1CCCCC1)c1cccs1,i,i,i,i,i,i,i,0.9,i,i,i
CC(C)(C)c1ccc(C(=O)NCCN2CCOCC2)cc1,i,i,i,i,i,i,i,0.9,i,i,i
OCCC1CN(Cc2ccc(Oc3ncccn3)cc2)CCN1Cc1ccc(F)c(F)c1 (stereo unspecified),i,i,i,i,i,i,i,7.1,i,i,i
CCN(CC(=O)Nc1c(F)cccc1F)C(=O)c1cccnc1Sc1ccccc1,i,i,i,i,i,i,i,-21.9,i,i,i
COc1ccccc1CNC(=O)c1nn(-c2ccc(C)cc2)c(=O)c2c1c1ccccc1n2C,i,i,i,i,i,i,i,12.0,i,-8.04*,i
CCOC(=O)C1(Cc2cccc(Cl)c2)CCCN(C(=O)CN2C(=O)CSC2=O)C1 (stereo unspecified),i,i,i,i,i,i,i,1.6,i,i,i
Cc1n[nH]c(=S)n1-c1ccccc1,i,i,i,i,i,i,i,0.1,i,i,i

# More compounds:
SMILES,TMEM16A inh,MrgX1 allo act,MrgX1 ag,TRPC6 activator,TRPC6 inh,TMEM16A act,TRPC4 agonist,SKKanGAS inh,TRPC4 block,MrgX1 antagonist,TRPC4 PAM
COc1ccc(/C=C2\SC(=S)N(CC(=O)Nc3nnc(C)s3)C2=O)cc1,i,i,i,i,i,i,i,2.0,i,i,i
Cn1ncc(Cl)c1C(=O)N1CCN(C23CC4CC(CC(C4)C2)C3)CC1,i,i,i,i,i,i,i,0.3,i,i,i
CC1=C(CC(=O)c2ccccc2)C(=O)c2ccccc2C1=O,i,i,i,i,i,i,i,43.9,i,i,i
CCOc1ccc(S(=O)(=O)N2CCC(C(=O)NC3CCCCC3)CC2)cc1,i,i,i,i,i,i,i,8.8,i,i,i
Cc1ccc(/C=N/NC(=O)c2cccnc2)o1,i,i,i,i,i,i,i,3.7,i,i,i
N/C(=N\c1nc2ccccc2o1)NC(=O)/C=C/c1ccccc1,i,i,i,i,i,i,i,-0.5,i,i,i
CCc1nnc(NC(=O)c2cc(-c3ccncc3)nc3ccccc23)s1,i,i,i,i,i,i,i,17.9,i,i,i
COc1ccc(CN2CCN(Cc3ccc(OC)c(OC)c3OC)CC2)cc1,i,i,i,i,i,i,i,-2.9,i,i,i
CCCCCOC(=O)Nc1nnc(CCC)s1,i,i,i,i,i,i,i,-13.6,i,i,i
CCN1CC(=O)Nc2cc(S(=O)(=O)N3CCOCC3)ccc21,i,i,i,i,i,i,i,2.5,i,i,i
CCOC(=O)N1CCc2c(sc3c2c(=O)n(Cc2ccccc2)c(=O)n3Cc2ccccc2F)C1,i,i,i,i,i,i,i,14.7,i,i,i
C/C(CC(=O)Nc1cccc2c1CCCC2)=N\NC(=O)c1ccccc1N,i,i,i,i,i,i,i,0.9,i,i,i
N#CCC(=O)N/N=C/c1c2ccccc2cc2ccccc12,i,i,i,i,i,i,i,12.5,i,i,i
Fc1ccccc1N1CCN(Cc2cccnc2)CC1,i,i,i,i,i,i,i,-0.1,i,i,i
Cc1nc(SCC(=O)OCc2ccccc2)c(C#N)c(-c2ccccc2)c1C(=O)Nc1ccccc1,i,i,i,i,i,i,i,6.0,i,i,i
Cc1scc(-c2n[nH]c(=S)n2Cc2ccccc2)c1C,i,i,i,i,i,i,i,10.0,i,i,i
Cc1ccc(CNc2ccc(CNc3ncn[nH]3)cc2)cc1,i,i,i,i,i,i,i,0.7,i,i,i
O=C(CSc1ccc(F)cc1)N1CCN(S(=O)(=O)c2ccccc2)CC1,i,i,i,i,i,i,i,5.2,i,i,i
Cc1c(C(=O)NNC(=S)Nc2ccc(S(N)(=O)=O)cc2)oc2ccccc12,i,i,i,i,i,i,i,-4.9,i,i,i
Cc1nn(Cc2c(F)c(F)c(F)c(F)c2F)c(C)c1NC(=O)c1c([N+](=O)[O-])cnn1C,i,i,i,i,i,i,i,4.4,i,i,i
